# SRC2 inh: inhibition of GAL4-SRC2 driven luciferase reporter, primary screen, SRC2 inhibitor project, cell-based, luminescence. Nuclear receptor coactivator 2 (Homo sapiens), Q15596. HEK293 GAL4-SRC2 luciferase reporter. inhibition, % at 9 µM. 370,000 tested, 0.17% active. AID 651957, 2012;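 active = inhibition above the mean inhibition of all tested compounds plus 3 SD, set per campaign, cut at about 52% in these data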;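 note: 0% = DMSO treated cells and 100% = cells given Gossypol at 36 µM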
# Target sequence (Q15596 whole entry, looked up, the tested form may be a part): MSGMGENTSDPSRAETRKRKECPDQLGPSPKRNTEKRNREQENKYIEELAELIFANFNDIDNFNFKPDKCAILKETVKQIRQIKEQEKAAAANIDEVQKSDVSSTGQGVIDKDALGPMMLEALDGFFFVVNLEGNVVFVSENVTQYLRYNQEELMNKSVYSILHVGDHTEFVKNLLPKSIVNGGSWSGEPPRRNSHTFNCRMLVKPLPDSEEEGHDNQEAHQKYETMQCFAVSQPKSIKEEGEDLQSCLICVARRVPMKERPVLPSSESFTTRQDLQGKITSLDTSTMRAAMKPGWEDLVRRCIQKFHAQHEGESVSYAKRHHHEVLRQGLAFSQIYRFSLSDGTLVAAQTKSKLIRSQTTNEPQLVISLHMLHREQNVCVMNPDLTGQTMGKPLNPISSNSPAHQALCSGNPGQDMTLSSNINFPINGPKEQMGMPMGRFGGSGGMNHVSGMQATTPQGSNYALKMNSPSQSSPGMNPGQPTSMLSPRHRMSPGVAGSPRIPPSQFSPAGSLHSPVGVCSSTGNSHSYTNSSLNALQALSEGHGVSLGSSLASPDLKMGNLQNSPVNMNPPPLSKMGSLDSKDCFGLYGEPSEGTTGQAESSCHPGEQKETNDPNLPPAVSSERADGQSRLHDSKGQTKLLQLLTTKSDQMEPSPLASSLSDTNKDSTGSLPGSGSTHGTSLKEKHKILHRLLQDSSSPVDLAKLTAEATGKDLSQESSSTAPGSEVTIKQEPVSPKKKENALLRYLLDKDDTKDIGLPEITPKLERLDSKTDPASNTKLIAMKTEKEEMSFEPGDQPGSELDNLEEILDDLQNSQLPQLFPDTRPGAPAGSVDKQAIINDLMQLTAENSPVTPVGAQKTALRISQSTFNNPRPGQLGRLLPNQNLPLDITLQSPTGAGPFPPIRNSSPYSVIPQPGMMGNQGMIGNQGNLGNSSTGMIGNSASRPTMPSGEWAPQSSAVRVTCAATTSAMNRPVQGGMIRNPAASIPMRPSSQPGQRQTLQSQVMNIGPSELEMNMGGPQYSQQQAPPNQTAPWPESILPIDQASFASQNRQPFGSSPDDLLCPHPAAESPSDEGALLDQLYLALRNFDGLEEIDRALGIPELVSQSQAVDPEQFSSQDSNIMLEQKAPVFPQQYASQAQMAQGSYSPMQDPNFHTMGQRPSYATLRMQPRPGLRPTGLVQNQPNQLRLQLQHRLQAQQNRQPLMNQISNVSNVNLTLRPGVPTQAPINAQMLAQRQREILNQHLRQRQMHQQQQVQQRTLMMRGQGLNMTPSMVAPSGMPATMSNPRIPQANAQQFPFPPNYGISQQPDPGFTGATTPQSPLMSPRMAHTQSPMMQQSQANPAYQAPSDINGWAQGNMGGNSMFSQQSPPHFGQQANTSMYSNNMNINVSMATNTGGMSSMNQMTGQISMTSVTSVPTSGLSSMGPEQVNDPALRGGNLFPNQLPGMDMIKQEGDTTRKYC
# NOD2-RIPK2 inh: NOD2-RIPK2 binding disruptors in cells, primary screen, fluorescence, CHO cells, BLA complementation. CCF4 ratio. inhibition, % at 4.98 µM. 360,000 tested, 0.38% active; in the data active = inhibition above about 21%;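 note: 0% = vehicle only and 100% = reference blocker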
# LMP1 NFkB inh: EBV LMP1-driven NF-kappaB luciferase reporter inhibitors, primary screen, cell-based, luminescence, single point. LMP1-induced NF-kappaB luciferase reporter cells. inhibition, % at 12.5 µM. 350,000 tested, 0.69% active. AID 504558, 2011; in the data active = inhibition above about 41%;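 note: 0% = neutral control wells and 100% = reference inhibitor control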
# LRH-1 inv ag: LRH-1 (NR5A2) inverse agonists, primary screen, cell-based, luminescence, HEK293T, StAR-luciferase reporter | Nuclear receptor subfamily 5 group A member 2 (Homo sapiens), O00482 | LRH-1 transfected, 24 h | inhibition, % at 3.6 µM | 360,000 tested, 0.13% active;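 active = inhibition above the mean inhibition of all tested compounds plus 3 SD, cut at about 73% in these data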;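 note: 0% = DMSO wells and 100% = reporter-only cells lacking LRH-1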
# SRC1 inh: SRC1 coactivator transcriptional activity inhibitors, primary screen, cell-based, luminescence; Nuclear receptor coactivator 1 (Homo sapiens), Q15788; HEK293 GAL4-SRC1 luciferase reporter; inhibition, % at 3.6 µM; 360,000 tested, 0.12% active; AID 588354, 2011;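 active = inhibition above the campaign mean plus 3 SD, with each screening campaign given its own cutoff, cut at about 60% in these data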;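 note: 0% = DMSO treated cells and 100% = gossypol at 36 µM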
# TLR9-MyD88 inh: inhibitors of TLR9-MyD88 association in cells, primary screen, cell-based, CHO, BLA complementation, fluorescence | AID 504734, 2011 | Toll-like receptor 9 (Homo sapiens) + Myeloid differentiation primary response protein … | CCF4 FRET ratio | 340,000 tested, 0.21% active | inhibition, % at 4.98 µM;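 active = inhibition above the mean over all tested compounds plus 3 SD, cut at about 21% in these data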;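 note: 0% = DMSO only wells and 100% = clavulanate BLA inhibitor control wells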
# TRAIL sens C8: viability loss with TRAIL in NB7+C8 cells, primary screen, TRAIL sensitizer project, cell-based, ATPlite luminescence. inhibition (viability loss, TRAIL sensitization), % at 10 µM. 360,000 tested, 1% active. AID 624354, 2012;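 active = compounds causing at least 50% loss of cell viability in the single-dose screen, relative to plate controls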
# TWEAK-Fn14 inh: inhibitors of TWEAK-Fn14 signaling, primary screen, luciferase reporter cells, uHTS; TWEAK-stimulated Fn14 reporter cells, luciferase luminescence, 8 h; inhibition, % at 10 µM; 360,000 tested, 2% active; AID 1159606, 2016; in the data active = inhibition above about 50%
# NR2F2 inh: NR2F2 transcriptional activity inhibitors, primary screen, cell-based, luciferase reporter, HEK293T, luminescence; 370,000 tested, 0.7% active; COUP transcription factor 2 (Homo sapiens), P24468; inhibition, % at 8.6 µM; HEK293T NGFI-A luciferase reporter;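 active = inhibition above a per-plate cutoff, mean inhibition of test wells between control levels plus 3 SD, cut at about 38% in these data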;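 note: cells cotransfected with COUP-TFII expression vector driving the NGFI-A reporter; 0% = median of COUP-TF2 test wells and 100% = reporter-only cells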
# NCOA3 inh: SRC3 coactivator transcriptional activity inhibitors, primary screen, cell-based, luminescence; HEK293 GAL4-SRC3 luciferase reporter; inhibition, % at 3.6 µM; Nuclear receptor coactivator 3 (Homo sapiens), Q9Y6Q9; 360,000 tested, 0.17% active;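 active = inhibition above a per-campaign cutoff, the mean of all compounds plus 3 SD, cut at about 60% in these data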;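 note: 0% = DMSO-treated cells and 100% = gossypol-treated cells at 36 µM; higher means less SRC3-driven luciferase light from the GAL4 reporter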
# TROY NFkB inh: inhibitors of TROY-driven NF-kB signaling, primary screen, Q293 LMP1-TROYcd cells, NF-kB luciferase, uHTS; Q293 LMP1-TROYcd NF-kB luciferase reporter, 4 h; inhibition, % at 10 µM; 360,000 tested, 0.98% active;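 active = compounds whose plate-normalised and pattern-corrected inhibition of the luciferase reporter signal at the single screening dose is 50% or more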
# * marks the source's active call; other numbers are inactive results; . = no result given. Not all compounds are listed; rates above refer to the full screens.
SMILES,SRC2 inh,NOD2-RIPK2 inh,LMP1 NFkB inh,LRH-1 inv ag,SRC1 inh,TLR9-MyD88 inh,TRAIL sens C8,TWEAK-Fn14 inh,NR2F2 inh,NCOA3 inh,TROY NFkB inh
Cc1ccc(S(=O)(=O)/N=C(/NC(=S)Nc2ccccc2)c2ccccc2)cc1,-52.3,-0.2,-43.8,-164.3,-109.1,-16.6,-1.8,2.9,-46.9,-114.4,-76.2
CC(=O)Nc1cc(-c2cccc(F)c2)cn2c(-c3ccccc3)cnc12,-2.6,5.0,.,14.7,0.4,.,-2.0,-22.4,-22.9,-9.7,-19.1
O=C(Nc1c2c(nn1-c1ccc(F)cc1)CS(=O)(=O)C2)C12CC3CC(CC(C3)C1)C2,-12.2,-1.8,1.9,2.3,-13.4,-0.9,10.4,0.1,-6.7,12.9,12.6
Cc1cc(=O)[nH]c(Cc2ccc(OC(C)C)cc2)n1,-9.8,-2.4,-2.3,-13.3,-14.6,5.5,6.7,-27.0,3.8,16.9,-12.9
CCn1c2ccc(/C(C)=N\O)cc2c2cc(/C(C)=N\O)ccc21,-30.2,6.1,-12.7,15.1,-11.2,10.2,-0.5,-10.7,10.9,2.7,0.5
O=c1c(Cl)nc2cc(Cl)ccc2n1CCNc1ncc(C(F)(F)F)cc1Cl,.,-24.9,-3.4,8.6,4.2,-7.2,-1.0,-13.1,.,4.3,15.6
CN(Cc1ccc(Cl)c(Cl)c1)C(C(=O)NCc1ccccc1)c1ccco1 (configuration not stated),12.8,-3.7,.,-26.1,.,.,8.7,.,1.9,.,.
CC(C)CN1C(=O)C(=O)N(CC(=O)Nc2cccc(Cl)c2Cl)C1=O,5.2,-11.5,-5.6,-20.0,3.1,6.1,-1.1,3.0,-0.9,-33.8,12.1
CCOC(=O)c1cnc(-c2ccccc2)nc1Oc1ccc(Cl)c(Cl)c1,-15.7,-2.3,2.3,-0.8,-5.3,-4.7,-2.9,-10.3,3.3,15.6,4.9
CCC1C(=O)C(CC)C(c2ccccc2)NC1c1ccccc1 (configuration not stated),-7.6,-7.5,12.3,3.9,0.2,4.0,7.2,4.7,5.2,6.9,-14.7
O=C(OCCn1cncn1)c1cc2ccccc2oc1=O,3.4,0.0,1.2,8.4,15.0,-2.9,-15.4,-4.6,2.3,14.9,6.3
NC(=O)c1sc2nc(-c3cccnc3)ccc2c1N,-15.9,-8.8,.,-2.6,4.8,.,18.0,-7.1,-29.8,-5.4,-4.5
CN(C)S(=O)(=O)N1CCN(c2ccc([N+](=O)[O-])cc2)CC1,-0.3,-7.2,0.2,-7.8,4.6,0.9,-11.1,-16.0,-2.8,11.2,6.6
CCCNC(=O)c1ccc(OC)cc1OC,-14.6,1.0,2.5,-19.6,2.9,1.9,10.0,-9.8,-1.8,3.2,-8.1
O=C1OC(c2ccc3c(c2)OCO3)N(C(=O)c2ccc(Cl)c(Cl)c2)c2ccccc21 (configuration not stated),-69.0,7.5,-18.6,-158.9,-86.9,-5.5,25.5,12.6,-22.4,-66.3,18.8
COC(=O)COc1cc(C)cc2oc(=O)c(CC(=O)OC)c(C)c12,4.4,-2.4,5.4,15.6,1.0,-0.7,-14.7,-19.1,8.2,10.9,-11.7
Cc1cc(=O)c(C(=O)Nc2cccc(N3CCCC3=O)c2)nn1-c1ccccc1F,-21.1,-8.9,-4.2,2.5,-5.3,0.2,15.9,-18.8,10.8,-0.5,-17.7
COc1ccc(C(=O)Nc2ccccc2N2CCOCC2)cc1[N+](=O)[O-],20.5,-0.9,-6.5,3.9,1.5,0.2,-2.2,-1.7,10.8,1.3,6.6
O=C(CSc1nnc(Nc2ccccc2F)s1)c1cc2ccccc2o1,1.3,1.4,-3.6,-26.1,-18.4,3.1,10.4,5.0,-10.7,0.1,0.3
CCOC(=O)C1CCN(S(=O)(=O)c2ccccc2[N+](=O)[O-])CC1,7.5,-8.8,.,6.6,-2.4,.,-4.8,13.0,13.9,-3.1,-0.5
COc1ccccc1N1CCN(CCCC(=O)c2ccc(F)cc2)CC1,-10.8,1.5,9.2,-9.6,4.2,-3.2,8.9,7.6,4.9,-0.9,8.1
COc1ccc(C(C#N)N2N=C(C)CC2(C)C)cc1OC (configuration not stated),-12.0,-7.6,-1.3,-6.3,2.9,-9.8,-1.0,-7.5,7.7,3.1,-5.5
COc1ccc(NC(=O)C2CCC(CNc3c(N4CCCCC4)c(=O)c3=O)CC2)c(OC)c1 (configuration not stated),-5.8,-23.1,4.6,12.7,-8.9,0.3,1.4,-27.7,7.6,-1.4,2.4
c1ccc(CCc2ccccc2-c2nc(-c3ccccn3)no2)cc1,-8.4,5.4,3.4,-3.0,-5.4,-11.1,6.4,-8.9,3.6,13.6,-12.2
O=C(Nc1nncs1)c1ccc2c(c1)OCO2,-0.7,-7.0,-1.9,-34.2,-20.4,-1.0,-0.9,-11.4,-15.6,-33.6,-25.6
Cc1ccc(S(=O)(=O)NCC(=O)NCC(=O)OC(C(=O)NC(N)=O)C(C)C)cc1C (configuration not stated),9.1,-3.0,5.7,1.8,-3.1,2.0,-14.6,-11.1,7.8,11.0,-2.1
CCCc1nnc(-c2cc(OC)c(OC)c(OC)c2)o1,-26.5,-10.3,3.6,10.0,-3.3,1.3,-11.0,-10.9,-10.6,-6.9,17.9
O=C(O)/C(=C\c1ccc(Br)cc1)c1ccc(S(=O)(=O)N2CCCCC2)s1,11.7,4.4,7.4,6.0,-6.9,10.2,-4.0,-1.2,26.1,15.5,1.4
Cn1c(=O)[nH]c(=O)c2c1ncn2CCN1CCOCC1,-35.4,3.3,1.2,2.4,-12.7,3.0,0.0,-0.4,3.9,9.6,6.7
O=C(Nc1cccc2c1C(=O)NC2=O)c1ccc(S(=O)(=O)N2CCCC2)cc1,-17.2,21.9*,2.7,-6.1,-13.6,37.8*,4.4,-0.7,1.6,7.6,-6.6
COCCn1c(C)cc(C(=O)COC(=O)c2cncc(Br)c2)c1C,-10.8,-11.3,3.9,-66.2,-23.0,0.0,5.9,-35.9,-21.4,-39.0,1.4
CCOc1ccc(Nc2nnc(SCc3nc4ccccc4c(=O)[nH]3)s2)cc1,-7.1,3.7,-6.5,-16.2,-32.7,-3.7,11.5,5.5,-1.0,11.6,9.0
O=C(CC1(C(F)(F)F)OCCO1)Nc1ccc2c(c1)OCO2,-21.3,0.5,-22.0,-35.0,-17.9,5.1,6.9,-7.6,-9.1,-11.2,-10.8
O=C(CSc1nnc(-c2ccco2)n1Cc1ccco1)NCc1ccccc1,-11.7,-107.6,-12.7,0.4,3.5,-4.5,-9.8,-6.6,4.2,1.0,-5.0
Cc1cc([N+](=O)[O-])c(NC2CCCCC2)c([N+](=O)[O-])c1,18.0,-1.7,0.2,-0.1,0.6,1.9,-18.0,2.3,-0.1,19.1,-16.8
COc1ccc2c(c1)C(C)=CC(C)(C)N2C(=O)Nc1ccccc1,5.5,2.6,4.8,18.2,-60.6,-8.5,-12.7,-1.7,6.7,-1.7,1.1
CCOC(=O)Cc1csc(NS(=O)(=O)c2ccc3ccccc3c2)n1,13.9,-12.4,4.5,-4.2,-1.9,-4.6,1.4,3.7,-7.8,-6.9,-0.4
CCCCn1c(N)c(N(CCOC)C(=O)c2cc(-c3ccco3)nc3ccccc23)c(=O)[nH]c1=O,-20.9,-1.3,2.3,8.0,-0.4,-0.7,-7.8,-7.9,4.7,1.8,8.0
CCOC(=O)[C@]12CCC=C1N(Cc1ccc(Cl)cc1Cl)C(=O)[C@H](CC(=O)NCc1cccc(C(F)(F)F)c1)C2,-37.7,-2.1,.,29.7,.,.,16.6,14.1,9.6,.,-8.9
CC(C)NC(=O)c1cc(C2CCCCN2C(=O)c2cc(C(C)(C)C)nn2C)on1 (configuration not stated),30.6,-11.4,.,20.5,6.5,.,-7.8,-18.4,12.2,7.1,2.2
CCOc1cc(C(=O)NC(C)CCc2ccccc2)cc(OCC)c1OCC (configuration not stated),11.7,-10.4,3.7,-15.2,2.2,-5.7,-3.1,-17.5,-2.3,5.9,-1.9
O=c1ccnc(S/C=C/c2ccccc2)[nH]1,-15.5,6.2,3.3,4.5,-11.5,4.4,7.5,-10.6,-12.7,-12.0,-33.3
Cc1ccc(C(=O)C(O)C(c2ccc(C)cc2)N2CCCCC2)cc1 (configuration not stated),0.7,3.3,-7.5,3.2,-4.2,10.7,3.0,12.0,2.9,-4.6,-4.0
Cc1c(CCC(=O)O)c(=O)oc2cc3occ(-c4ccc(Br)cc4)c3cc12,-16.0,0.4,-7.2,1.5,-48.7,5.4,-10.1,-15.0,13.6,-5.3,6.0
Clc1ccc(Nc2nc3cccnc3s2)cc1,-30.2,-4.0,-48.8,-112.9,-133.5,2.6,-11.7,-0.5,-32.3,-80.2,-52.6
CCN(CC(=O)Nc1ccccc1C(F)(F)F)C(=O)CSCC(=O)Nc1cc(C)on1,3.0,-0.5,0.6,8.1,3.6,-2.1,10.3,4.5,-7.4,-0.7,-24.5
Cc1cc(CNC(=O)C2CCC(=O)N(CCc3ccc(Cl)cc3)C2)no1 (configuration not stated),10.1,-0.2,-3.0,1.4,-5.4,4.1,-30.7,0.9,22.4,8.4,-13.0
Clc1ccccc1OCCCCN1CCNCC1,20.3,-11.2,-4.0,-6.8,5.7,-1.9,4.5,19.5,9.6,-0.9,5.9
Cc1cccc(NC2CCCCC2NS(=O)(=O)c2ccccc2)c1 (configuration not stated),3.6,4.0,-4.2,-9.4,-1.9,5.8,-13.0,-9.2,3.2,-13.4,18.5
CCN(CC)CCNC(=O)c1ccc(NC(=O)Cc2ccsc2)cc1,-0.6,-0.2,-4.1,-4.4,-3.5,-11.0,6.8,-10.5,-11.8,-57.8,-7.1
NC(=O)c1ccc(SCC(=O)NC2CCCCC2)c([N+](=O)[O-])c1,-1.8,-5.3,-5.5,0.0,1.8,-4.1,5.0,14.8,-8.2,15.6,15.6

# 3 records drawn at random from those above:
SMILES,SRC2 inh,NOD2-RIPK2 inh,LMP1 NFkB inh,LRH-1 inv ag,SRC1 inh,TLR9-MyD88 inh,TRAIL sens C8,TWEAK-Fn14 inh,NR2F2 inh,NCOA3 inh,TROY NFkB inh
CC(C)NC(=O)c1cc(C2CCCCN2C(=O)c2cc(C(C)(C)C)nn2C)on1 (configuration not stated),30.6,-11.4,.,20.5,6.5,.,-7.8,-18.4,12.2,7.1,2.2
CCN(CC(=O)Nc1ccccc1C(F)(F)F)C(=O)CSCC(=O)Nc1cc(C)on1,3.0,-0.5,0.6,8.1,3.6,-2.1,10.3,4.5,-7.4,-0.7,-24.5
NC(=O)c1ccc(SCC(=O)NC2CCCCC2)c([N+](=O)[O-])c1,-1.8,-5.3,-5.5,0.0,1.8,-4.1,5.0,14.8,-8.2,15.6,15.6

# Source: PubChem (several laboratories)
